Source: PubChem BioAssay (several laboratories)
CRFBP-R2 block: CRF-BP/CRF-R2 complex antagonism. 0.59% of 350,000 active. AID 588475. HEK293 CRF-R2/CRF-BP, CRF-induced calcium fluorescence. inhibition, % at 11.8 µM;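 active = inhibition of the ligand-induced calcium signal above about 50% at the single tested concentration, limit read from the data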
MEKK2mut PB1 HTS: signal of MEK5 binding to mutant human MEKK2 PB1 domain; bead flow cytometry, Alexa488-MEK5 binding to MEKK2 mutant; percent response, % at 10 µM; 0.35% of 290,000 active; AID 1530; in the data active = percent response above about 24%, passing the limit was not always enough; also: inactives centre near 1; some results filed as inactive read as strong as hits
SUMO HTRF inh: blocks human SUMOylation mediated by UBC9; AID 2006; 0.36% of 290,000 active; P63279; inhibition, % at 35 µM; HTRF SUMOylation assay, SAE1/SAE2 + UBC9, in vitro; in the data active = inhibition above about 50%, passing the limit was not always enough; also: strong numbers were not always called active
Target sequence (P63279 whole entry, looked up): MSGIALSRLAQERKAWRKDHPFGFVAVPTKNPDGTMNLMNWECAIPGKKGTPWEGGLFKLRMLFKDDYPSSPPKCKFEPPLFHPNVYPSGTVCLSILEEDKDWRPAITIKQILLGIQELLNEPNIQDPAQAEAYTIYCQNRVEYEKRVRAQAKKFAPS
MEKK2wt PB1 HTS: raises or lowers MEK5 binding to wildtype human MEKK2 PB1 domain | Q9Y2U5 | bead flow cytometry, Alexa488-MEK5 binding to MEKK2 WT; actives lie on both sides | binding response (% of control), % at 10 µM | 1.1% of 290,000 active; in the data active = binding response below about 67% or above about 130%
CRFBP-R2 agonist: CRF-BP/CRF-R2 complex agonism. HEK293 CRF-R2/CRF-BP, calcium dye fluorescence (FLIPR); percent of saturating CRF peptide response. activation, % at 13.2 µM. 0.46% of 350,000 active. AID 588473;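 active = activation of at least 50%, plus an integration ratio under a set limit after plate pattern correction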;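 also: plate controls were neutral control wells without compound for no effect and CRF at EC100 for full effect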
GalR3 antagonist: blocks the human galanin receptor 3; O60755; HEK293 GalR3-CNG cAMP membrane potential fluorescence; galR3 body fused to GalR1 C-terminus; 0.44% of 360,000 active; AID 651719; inhibition, % at 3 µM;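 active = inhibition above the screen-wide average plus 3 SD, cut at about 13% in these data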;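 also: forskolin and galanin both at EC90 stimulate the cells; cAMP rise reported by CNG channel membrane potential dye signal; 0% = forskolin plus galanin with DMSO and 100% = forskolin alone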
Target sequence (O60755 1-299 limits assumed): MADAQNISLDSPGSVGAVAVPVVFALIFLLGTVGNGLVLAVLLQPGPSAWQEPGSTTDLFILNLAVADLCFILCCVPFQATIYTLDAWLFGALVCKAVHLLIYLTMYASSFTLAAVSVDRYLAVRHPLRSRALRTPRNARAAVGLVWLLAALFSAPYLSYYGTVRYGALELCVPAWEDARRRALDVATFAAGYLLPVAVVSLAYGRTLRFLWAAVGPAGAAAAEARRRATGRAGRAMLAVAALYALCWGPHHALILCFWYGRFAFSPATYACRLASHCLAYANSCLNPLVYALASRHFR
MEKK3 PB1 HTS: modulators (inhibitors or enhancers) of MEK5 binding to human MEKK3 PB1 domain; bead-based flow cytometry, Alexa488-MEK5 binding to MEKK3; actives lie on both sides; 0 = blocked by unlabeled MEK5, 100 = vehicle; 1.4% of 290,000 active; AID 1529; Q99759; binding response (% of control), % at 10 µM;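 active = binding response more than 3 SD above or below the average of its plate-row segment, actives on both sides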;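 also: Alexa488 bead fluorescence after subtracting the streptavidin-only scavenger bead signal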
Target sequence (Q99759 whole entry, looked up, the tested form may be a part): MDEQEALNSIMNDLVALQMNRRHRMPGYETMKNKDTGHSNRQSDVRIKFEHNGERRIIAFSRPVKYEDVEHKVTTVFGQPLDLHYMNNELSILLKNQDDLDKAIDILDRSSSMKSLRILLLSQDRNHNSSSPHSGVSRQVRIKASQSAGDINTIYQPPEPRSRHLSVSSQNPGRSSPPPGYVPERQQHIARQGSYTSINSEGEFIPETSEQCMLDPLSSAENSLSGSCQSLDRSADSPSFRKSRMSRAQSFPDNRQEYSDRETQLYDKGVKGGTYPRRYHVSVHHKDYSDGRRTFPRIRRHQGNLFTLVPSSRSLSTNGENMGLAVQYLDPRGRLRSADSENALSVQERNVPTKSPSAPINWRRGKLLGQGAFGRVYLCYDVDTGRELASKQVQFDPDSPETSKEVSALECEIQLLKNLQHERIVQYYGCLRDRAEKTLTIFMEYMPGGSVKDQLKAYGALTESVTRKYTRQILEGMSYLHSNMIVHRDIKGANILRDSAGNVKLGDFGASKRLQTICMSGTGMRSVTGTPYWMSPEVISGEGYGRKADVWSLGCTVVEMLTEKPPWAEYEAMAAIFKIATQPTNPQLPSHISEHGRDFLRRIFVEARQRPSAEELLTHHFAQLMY
HCV NS3 hel inh: inhibitors of Hepatitis C virus NS3 helicase; AID 1800; 0.56% of 290,000 active; NS3 helicase DNA unwinding, Cy5 molecular beacon fluorescence; inhibition, % at 10.9 µM;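 active = inhibition above the mean of all tested compounds plus 3 SD, set per campaign, cut at about 35% in these data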;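 also: 0% = DMSO wells and 100% = thioflavine S control wells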
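System: NS3 helicase fragment of HCV / Schedule: 1 h at 25 °C / Control set: DMSO alone as 0% and 110 µM thioflavine S as 100% / Reagent: Cy5/quencher beacon DNA duplex and ATP to start / Technique: Cy5 fluorescence / Replication: singlicate / Evaluation: % inhibition of end-to-start signal ratio versus controls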
DNA FID counter: displaces DNA intercalator in HCV helicase counter-screen | DNA fluorescent intercalator displacement, fluorescence | inhibition, % at 7.9 µM | 0.17% of 290,000 active | AID 1845; in the data active = inhibition above about 37%;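 also: 0% = vehicle and 100% = reference compound; higher means more ethidium bromide displaced from hairpin DNA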
The depositor's hits bear a star; x = no result given; [ ] = another dose, or the depositor's remark.

Order of values – MEKK2mut PB1 HTS	HCV NS3 hel inh	MEKK2wt PB1 HTS	SUMO HTRF inh	CRFBP-R2 block	GalR3 antagonist	CRFBP-R2 agonist	DNA FID counter	MEKK3 PB1 HTS
O=S(=O)(Nc1ncccn1)c1ccc(Cl)cc1
 : 2	3	104	18	1	-9	-2.2	-2	102
CCOC(=O)c1ccccc1NC(=O)c1ccc(NS(C)(=O)=O)cc1
 : 1	0	106	-6	-21	-5	-1.4	-6	107
COc1ccc(/C(C)=N\NC(=O)c2ccc3c(c2)OCO3)cc1OC
 : -8	-2	87	-2	x	2	x	-1	94
COc1ccc2c(C)c(C(=O)O)oc2c1
 : 4	-1	105	16	3	-2	-0.7	-3	101
O=S(=O)(c1cccc(S(=O)(=O)N2CCC(N3CCCCC3)CC2)c1)N1CCOCC1
 : -4	2	90	8	x	x	x	3	89
COc1cc(C(=O)c2ccccc2)c(OC)cc1C(=O)Nc1ccc(O)cc1
 : -9	-6	90	12	3	-9	1.2	-18	90
Cc1cccc(-c2nsc(SCC(=O)NCc3ccco3)n2)c1
 : 0	-2	97	8	9	-3	-1.1	-13	100
COC(=O)COc1ccc(S(=O)(=O)N2CCc3ccccc3C2)cc1
 : 3	-5	100	4	-6	-1	-0.4	-13	104
O=C(Oc1ccc2ccccc2c1)c1ccco1
 : -1	7	104	11	3	1	0.1	-15	109
Cc1cccc(C)c1NC(=S)NC(C)(C)CO
 : -3	3	102	6	19	-4	-3.0	-7	100
O=C(O)CCCCn1c(SCC(=O)Nc2ccccc2C(F)(F)F)nc2ccsc2c1=O
 : -1	-2	95	2	-10	-1	-1.9	-41	95
CC(C)(C)c1cc[n+](CC(=O)Nc2cc(C(F)(F)F)ccc2N2CCOCC2)cc1
 : -8	-10	100	36	1	-8	-0.1	17	97
CC(=O)N1CCCN(Cc2cn(-c3ccc(C)cc3)nc2-c2ccc(F)cc2)CC1
 : -7	-12	101	12	1	-7	-0.9	-2	102
CC(C)C(=O)N1CCC2(CC1)Oc1ccc(Cl)cc1C(=O)C21CC(c2ccc(Cl)cc2)=NO1 (stereo not drawn)
 : 5	x	104	-20	-4	-8	0.4	x	106
COc1ccc(C(=O)Nc2cccc3cccnc23)cc1OC
 : 8	3	111	-4	3	-7	-1.9	-22	85
COCCn1c(=N)c(S(=O)(=O)c2ccc(F)cc2)cc2c(=O)n3cccc(C)c3nc21
 : 1	0	103	8	30	-6	3.7	1	102
Brc1cc2c(cc1Br)OCCOCCOCCO2
 : -2	5	95	29	9	1	-1.1	-7	98
COc1cccc(NC(=O)CN(C)C(=O)c2cc(S(=O)(=O)NCc3ccccc3)ccc2C)c1
 : 12	-3	112	11	-16	1	2.2	-29	105
Cc1ccc(N(CC(O)CON=C2c3ccccc3-c3ccccc32)S(C)(=O)=O)cc1 (stereo not drawn)
 : -5	-22	95	-16	-14	-5	-1.4	-28	98
COc1ccccc1/C=C1\SC(=S)N(CCC(=O)NNC(=O)c2ccccc2O)C1=O
 : 0	8	97	24	-5	x	-0.9	-10	103
CC(C)(C)c1ccc(OCC(O)CSc2ncn[nH]2)cc1 (stereo not drawn)
 : -2	-2	97	4	-23	-8	-4.0	-13	96
C=C(C)c1cccc(C(C)(C)NC(=O)NC2CCCC2)c1
 : -2	-4	97	13	7	1	-3.2	-8	97
Cn1c(CNC(=O)CNC(=O)c2ccc(F)cc2)cc(=O)n(C)c1=O
 : 4	2	103	10	-10	1	-1.1	-1	100
COc1ccc(CNS(=O)(=O)c2ccc3c(c2)N(C(C)=O)CC(C)S3)cc1 (stereo not drawn)
 : 0	-12	100	7	-10	-9	-0.9	-29	101
CCc1nc2cccnc2n1-c1ccc(CC(=O)NCCOC)cc1
 : 5	1	103	-5	-1	-10	2.7	-3	104
COC(=O)[C@@H](Cc1ccccc1)NC(=O)NCCc1ccccc1
 : 0	0	99	5	1	-8	-2.1	-13	95
CCOc1ccc(N2CC(C(=O)NC3=NCCS3)CC2=O)cc1 (stereo not drawn)
 : -8	-5	90	14	-2	3	-1.3	-6	105
CC(C)NS(=O)(=O)c1ccc(CCC(=O)N2CCC(C(N)=O)CC2)cc1
 : -13	-20	86	8	11	-6	0.2	1	94
CC(C)(C)n1nc2c(c1NC(=O)c1ccc(S(=O)(=O)N3CCCC3)cc1)CSC2
 : 2	9	98	6	34	-13	-0.5	-18	100
COc1ccc2c(c1OC)c(=O)n1c3ccc(OC(C)C(=O)NCCN4CCOCC4)cc3c3ccnc2c31 (stereo not drawn)
 : 2	-4	104	29	-6	3	-3.1	9	102
COCCCNC(=O)CCc1nc(-c2ccccc2Cl)no1
 : 3	-2	106	1	-1	3	-0.9	-3	101
CN1CCN(/N=C/c2ccc(Cl)c(Cl)c2)CC1
 : 0	-2	107	8	-35	-14	8.0	-2	104
CC(=O)N1c2ccccc2C(C)CC12CCCCC2 (stereo not drawn)
 : 1	9	104	22	30	-5	-3.8	-2	104
CCc1ccc(NC(=O)c2ccc(Cn3cc([N+](=O)[O-])cn3)cc2)cc1
 : 1	-7	96	1	-4	-1	-0.2	4	101
COc1cc(OC)nc(NC(=O)NS(=O)(=O)c2ccc(F)cc2)n1
 : 9	-6	100	6	4	-1	-1.0	-1	102
Cc1cccc(NC(=S)N(Cc2cccs2)Cc2cc3cc(C)ccc3[nH]c2=O)c1
 : -1	23	92	-6	-31	-4	0.2	-8	95
CCN1CCN(Cc2nnc(-c3ccc(C)cc3)o2)CC1
 : 0	20	103	4	-14	-4	1.4	-3	101
COc1ccc(N(CC(=O)NC2CCCC2)C(=O)c2ccc(C)s2)cc1OC
 : 0	14	99	7	-6	-9	-0.3	-17	101
C[N+]12CCC(CC1)C(OC(=O)C(O)(c1ccccc1)c1ccccc1)C2 (stereo not drawn)
 : 3	-1	101	0	-44	x	0.9	2	87
CCOC(=O)c1c(-c2ccc(C)o2)csc1NC(=O)CSc1nncs1
 : 2	11	98	22	14	-6	0.6	-12	101
CCN(CC)Cc1c(C(=O)N/N=C/c2ccccn2)nnn1-c1nonc1N
 : -5	4	102	0	19	-8	-0.4	-5	102
Cc1nc(-c2ccc(S(=O)(=O)N3CCN(C(c4ccccc4)c4ccccc4)CC3)s2)cs1
 : -6	14	89	5	-2	-3	3.6	-4	96
Cn1c(CNC(=O)c2ccccc2F)nnc1SCCOc1ccccc1
 : 4	-1	103	-4	-4	0	-3.4	-14	107
CCC(=O)N(Cc1ccco1)Cc1cc2cc3c(cc2[nH]c1=O)OCO3
 : -3	3	98	25	0	-3	0.4	-7	99
Cc1nn2c(-c3ccccc3)c(-c3ccccc3)nc2[nH]c1=O
 : -5	0	95	22	19	-1	1.4	-8	94
C/C(=N/NC(=O)Cc1cccs1)c1ccco1
 : 4	4	105	9	-3	-3	0.2	-8	105
COc1ccc(OCC(=O)NCc2ccc(Cl)cc2)cc1
 : 4	9	114	12	7	-10	-1.2	-12	111
Clc1ccc(OCc2nn3c(-c4ccncc4)nnc3s2)cc1
 : 10	8	104	13	-9	3	0.5	-2	104
CCOC(=O)Cc1csc(NC(=O)CCCN2C(=O)c3ccccc3C2=O)n1
 : 15	2	103	0	-8	-6	-2.3	-14	104
CC(C)NC(=S)Nc1ccc2cn[nH]c2c1
 : -2	-2	92	4	13	0	-1.3	-10	92
COc1ccc(N2CCC(CNC(=S)Nc3cc(C)ccc3C)C2)cc1 (stereo not drawn)
 : -2	-26	99	-7	5	-7	-3.0	-3	104
CC(=O)C1=C(O)C(=O)N(c2ccccn2)C1c1ccc(Cl)cc1 (stereo not drawn)
 : 14	4	116	16	0	-7	-0.2	-2	108
CCCCN(C)C(=O)c1cn(CC)c2ccc(S(=O)(=O)N(C)C)cc2c1=O
 : 0	-2	95	22	-4	-2	3.0	-10	97
CC(CCN1CCC(n2nccc2NC(=O)c2ccccc2Cl)CC1)c1ccccc1 (stereo not drawn)
 : 15	-35	114	9	-15	-2	1.5	14	108
CS(=O)(=O)N(CC(=O)NCCSCc1ccccc1Cl)c1ccccc1F
 : 5	-10	109	-2	-12	-7	-1.1	-25	102
CCCc1cc(=O)n2[nH]c(C)c(-c3ccc(OC)cc3)c2n1
 : 3	0	102	19	-15	-9	1.3	-15	92
O=C(N/N=C/c1ccc(OC(F)F)cc1OC(F)F)NC1CCCCC1
 : -1	-23	98	14	-48	-2	0.6	-11	105
CCOC(=O)C1(P(=O)(c2ccccc2)c2ccccc2)CCC1
 : 2	17	105	0	1	1	0.3	-14	105
Cc1cc(SCC(=O)c2ccc(O)c(O)c2)n2nc(C)c(-c3ccccc3)c2n1
 : -1	25	99	6	-8	2	-0.5	-8	103
Cn1c(N)c(C(=O)CSc2nnc(-c3ccccc3F)n2N)c(=O)n(C)c1=O
 : -19	-4	56	0	-4	-3	-0.8	-5	47*[inhibitor]

Compounds from the list above with a COOH group:
Order of values – MEKK2mut PB1 HTS	HCV NS3 hel inh	MEKK2wt PB1 HTS	SUMO HTRF inh	CRFBP-R2 block	GalR3 antagonist	CRFBP-R2 agonist	DNA FID counter	MEKK3 PB1 HTS
COc1ccc2c(C)c(C(=O)O)oc2c1
 : 4	-1	105	16	3	-2	-0.7	-3	101
O=C(O)CCCCn1c(SCC(=O)Nc2ccccc2C(F)(F)F)nc2ccsc2c1=O
 : -1	-2	95	2	-10	-1	-1.9	-41	95

Other entries follow.
Order of values – MEKK2mut PB1 HTS	HCV NS3 hel inh	MEKK2wt PB1 HTS	SUMO HTRF inh	CRFBP-R2 block	GalR3 antagonist	CRFBP-R2 agonist	DNA FID counter	MEKK3 PB1 HTS
COCCN(C(=O)C1CCCC1)c1c(N)n(Cc2ccccc2)c(=O)[nH]c1=O
 : -4	4	102	16	11	-6	3.2	-4	105
CCn1ccc(C(=O)Nc2cccc(Cl)c2)n1
 : 7	-11	108	14	0	-4	-1.4	-1	105
CNC(=S)Nc1ccc(C(N)=O)cc1
 : 2	2	107	18	10	-4	-1.9	-1	108
O=C(CCN1C(=O)/C(=C/c2ccccc2)SC1=S)NCCc1ccc(O)cc1
 : 1	17	96	4	-34	x	2.8	-22	98
CC1CCCc2sc3nc(N4CCN(CCO)CC4)n4ncnc4c3c21 (stereo not drawn)
 : 1	-12	100	-1	-25	22*	-0.1	21	97
COC(=O)c1ccc(NC(=O)NCCCl)cc1
 : -4	-3	95	4	4	0	0.3	10	79
CCOCCOc1cccc(C(=O)NC(c2ccccc2)c2ccccc2)c1
 : 3	-1	105	10	7	-3	-0.5	-34	107
CC(Oc1ccccc1)c1nnc(SCC(=O)NC2CC2)n1C (stereo not drawn)
 : -2	10	93	-5	-15	-3	7.6	-9	89
COc1ccc(NC(=O)C(CC(=O)O)Cc2ccc(Cl)cc2)cc1 (stereo not drawn)
 : 2	22	105	-5	19	1	-1.2	-16	104
Cc1ccc(S(=O)(=O)N(C)CC(=O)NC2CCCC2)cc1
 : 1	2	95	-9	16	-1	-0.7	-6	101
Cc1ccc2oc(C(=O)N(CCO)Cc3ccccc3)c(C)c2c1
 : -1	0	100	-16	-8	-8	0.5	-33	92
COc1ccc(CCNC(=O)CCNC(=O)c2ccco2)cc1
 : -3	0	99	5	19	4	8.4	-5	100
O=c1c(-c2n[nH]c(=S)n2-c2ccccc2)cccn1Cc1cccc(Cl)c1
 : 0	17	96	6	4	-3	-0.8	-27	97
O=C(CCC(=O)Nc1nnc(C2CCCCC2)s1)NCc1ccccc1
 : 3	-5	99	13	-20	-3	0.4	-5	101

A portion of the library. The share of hits here may be higher or lower than overall.
